Compound activity from PubChem.
AHR activator – AHR activators, primary screen, cell-based, luminescence, luciferase reporter, human; Aryl hydrocarbon receptor (Homo sapiens), P35869; AHR-responsive luciferase reporter cells; activation, % at 5 µM; 320,000 compounds, 2.5% hits; AID 2796, 2010; in the data active = activation above about 47%;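 note: 0% = vehicle wells and 100% = reference agonist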
Yeast superoxide – reduction of superoxide in aged yeast, primary screen, HTS; superoxide response (% of plate mean), % at 10 µM; S. cerevisiae aged cells, superoxide DHE fluorescence; stronger effect = lower value; 330,000 compounds, 0.18% hits;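 active = superoxide response under a set limit, about three screen SD below normal, cut at about 65% in these data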;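 note: yeast aged for seven days with compound at 30 °C before DHE staining; 100% = average MFI of all compound-treated wells on the plate with controls excluded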
proCasp3 act – activators of human procaspase-3 D3A mutant, primary screen, biochemical, absorbance, PC-3 D3A mutant, single concentration. activation, % at 8.5 µM. 330,000 compounds, 0.11% hits. Caspase-3 (Homo sapiens), P42574. recombinant procaspase-3 D3A, Ac-DEVD-pNA absorbance 405 nm;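 active = activation above the mean of all tested compounds plus 3 SD, cut at about 21% in these data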;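 note: 0% = DMSO alone and 100% = DMSO wells spiked with extra 5 µM PC-3 D3A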
Target sequence (P42574 whole entry D9A/D28A/D175A): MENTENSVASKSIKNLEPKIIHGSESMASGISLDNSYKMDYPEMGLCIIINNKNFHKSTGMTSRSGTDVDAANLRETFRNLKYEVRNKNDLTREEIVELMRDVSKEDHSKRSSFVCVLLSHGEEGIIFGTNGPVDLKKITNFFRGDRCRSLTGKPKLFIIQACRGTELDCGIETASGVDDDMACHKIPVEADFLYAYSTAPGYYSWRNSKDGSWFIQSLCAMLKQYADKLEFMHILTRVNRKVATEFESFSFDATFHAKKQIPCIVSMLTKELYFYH
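System: Procaspase-3 D3A mutant. Medium: Zinc-free 300 mM NaCl, 50 mM HEPES, 0.01% Triton X-100. Schedule: 1 h preincubation plus 2 h reaction at 25 °C. Measured by: 405 nm absorbance of p-nitroaniline, reads at 0 and 120 min. Read-out: percent activation relative to control range.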
LAP4 TOR yeast – modulators of LAP4-GFP expression in yeast, primary screen, S. cerevisiae, multiplex flow cytometry, MLPCN library; 3 h; median GFP as percent of DMSO wells; GFP response vs DMSO, % at 10 µM; 320,000 compounds, 0.34% hits; AID 2023, 2009;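 active = GFP response vs DMSO above a set limit, about the screen mean plus 3 SD, cut at about 150% in these data; inconclusive = under 70 cell events counted for the yeast strain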
RPL19A TOR yeast – RPL19A-GFP expression modulators in yeast, primary screen, cell-based, S. cerevisiae, multiplex flow cytometry, MLPCN | AID 2025, 2009 | percent response vs DMSO, % at 10 µM | 330,000 compounds, 0.3% hits | S. cerevisiae RPL19A-GFP strain, 3 h; stronger effect = lower value;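 active = percent response vs DMSO below 50%; inconclusive = fewer than 70 events counted for the yeast strain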;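 note: median channel GFP fluorescence of the barcoded RPL19A-GFP strain; ratio of sample median GFP to plate DMSO average so 100% = DMSO; lower means less RPL19A-GFP as with rapamycin TOR inhibition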
procasp7 counter – procaspase-7 activators, primary screen, counter-screen for procaspase-3 activator project, biochemical, absorbance, HTS, human | Caspase-7 (Homo sapiens), P55210 | recombinant procaspase-7, Ac-DEVD-pNA absorbance 405 nm; D23A/D198A/D206A triple mutant, cannot self-cleave; scale: DMSO 0, 5 µM enzyme 100 | activation, % at 8.5 µM | 330,000 compounds, 0.093% hits | AID 463210, 2010;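 active = percent activation above the screen-wide mean plus 3 SD, cut at about 25% in these data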
Target sequence (P55210 whole entry D23A/D198A/D206A): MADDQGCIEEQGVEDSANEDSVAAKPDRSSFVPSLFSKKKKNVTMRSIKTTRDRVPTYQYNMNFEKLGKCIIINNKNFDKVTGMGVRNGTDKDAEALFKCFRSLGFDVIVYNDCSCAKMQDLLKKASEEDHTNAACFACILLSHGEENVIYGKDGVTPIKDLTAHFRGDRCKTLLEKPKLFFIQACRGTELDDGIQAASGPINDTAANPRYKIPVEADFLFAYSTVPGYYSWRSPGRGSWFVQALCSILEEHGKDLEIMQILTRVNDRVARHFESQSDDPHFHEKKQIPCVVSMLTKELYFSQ
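Assay system: Uncleavable procaspase-7 mutant enzyme / Input: 2 µM procaspase-7 mutant as dispensed / Dosing: single nominal 8.5 µM compound dose, 0.8% DMSO final / Timing: 1 h enzyme–compound preincubation and 2 h substrate reaction, both 25 °C / Detection: p-Nitroaniline absorbance at 405 nm, read at 0 and 120 min / Replication: singlicate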
JMJD2C inh – inhibitors of GASC-1 histone demethylase, primary screen, biochemical, fluorescence, DELFIA europium; Lysine-specific demethylase 4C (Homo sapiens), Q9H3R0; GST-JMJD2C(1-420) H3K9me3 demethylation; inhibition, % at 2.35 µM; 330,000 compounds, 0.069% hits; AID 2099, 2009;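 active = more than half of a compound's replicate wells show inhibition beyond 50%, single wells judged on their own value; inconclusive = some, but no more than half, of replicates pass 50% inhibition; inactive = no replicate passes 50% inhibition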;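 note: signal counts dimethyl H3K9 product captured on neutravidin plate; 0% = median of DMSO wells and 100% = 0.3 times that DMSO median; strong numbers were not always called active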
Target sequence (Q9H3R0 1-420 limits assumed): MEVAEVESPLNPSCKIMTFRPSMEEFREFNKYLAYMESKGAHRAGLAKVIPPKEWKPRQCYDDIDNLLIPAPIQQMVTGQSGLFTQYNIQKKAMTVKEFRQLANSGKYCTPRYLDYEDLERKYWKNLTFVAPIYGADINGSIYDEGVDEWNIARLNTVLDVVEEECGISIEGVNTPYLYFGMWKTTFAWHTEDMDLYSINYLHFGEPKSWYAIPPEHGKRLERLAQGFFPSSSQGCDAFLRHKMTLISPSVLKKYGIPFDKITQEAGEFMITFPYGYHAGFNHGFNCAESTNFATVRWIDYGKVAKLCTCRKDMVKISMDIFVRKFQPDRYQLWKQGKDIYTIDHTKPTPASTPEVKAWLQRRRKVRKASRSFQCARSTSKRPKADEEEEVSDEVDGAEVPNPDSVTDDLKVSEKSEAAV
MEP2-GFP yeast – modulators of MEP2-GFP levels in yeast, primary screen, S. cerevisiae, multiplex flow cytometry, MLPCN library; AID 2016, 2009; S. cerevisiae MEP2-GFP strain, 3 h; 100% = DMSO control level; GFP response vs DMSO, % at 10 µM; 330,000 compounds, 0.51% hits;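 active = GFP response versus DMSO above a set limit, roughly screen mean plus 3 SD, cut at about 180% in these data; inconclusive = fewer than 70 cells counted for a yeast strain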;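 note: median GFP fluorescence of the barcode-gated MEP2-GFP cells per well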
Starred values were filed as active, the others as inactive; [ ] = dose if it differs, or a comment.

Results for CCOC(=O)c1cnc(SCC(=O)N2CCC(C(N)=O)CC2)nc1N ?
AHR activator: 2; Yeast superoxide: 84; proCasp3 act: 5; LAP4 TOR yeast: 110; RPL19A TOR yeast: 95; procasp7 counter: -6; JMJD2C inh: 15; MEP2-GFP yeast: 89

What do the screens show for `COc1cccc(S(=O)(=O)NCC(=O)N2CCCCCC2)c1`?
AHR activator: 14; Yeast superoxide: 98; proCasp3 act: 6; LAP4 TOR yeast: 92; RPL19A TOR yeast: 106; procasp7 counter: 0; JMJD2C inh: -20; MEP2-GFP yeast: 106

Results for NNC(=O)CNC(=O)c1cccc(Br)c1 ?
AHR activator: 9; Yeast superoxide: 105; proCasp3 act: -1; LAP4 TOR yeast: 94; RPL19A TOR yeast: 94; procasp7 counter: 4; JMJD2C inh: 7; MEP2-GFP yeast: 102

How did Cc1ccccc1NC(=O)C(=O)Nc1ccccc1C do in these assays?
AHR activator: 7; Yeast superoxide: 91; proCasp3 act: -4; RPL19A TOR yeast: 82; procasp7 counter: -2; JMJD2C inh: 3; MEP2-GFP yeast: 88

What do the screens show for `COc1ccc(CC(=O)Nc2nc(C(C)(C)C)cs2)cc1`?
AHR activator: -4; Yeast superoxide: 100; proCasp3 act: -3; LAP4 TOR yeast: 99; RPL19A TOR yeast: 98; procasp7 counter: -1; JMJD2C inh: 0; MEP2-GFP yeast: 102

Results for O=C(Nc1cccc(F)c1)c1ccc(CSc2ccccc2)o1 ?
AHR activator: 5; Yeast superoxide: 91; proCasp3 act: -5; LAP4 TOR yeast: 97; RPL19A TOR yeast: 103; procasp7 counter: -4; JMJD2C inh: -1; MEP2-GFP yeast: 95

What do the screens show for `CC(Sc1ncnc2sc(-c3ccccc3)cc12)C(N)=O` (stereo not drawn)?
AHR activator: -13; Yeast superoxide: 108; proCasp3 act: -4; LAP4 TOR yeast: 100[may fluoresce red]; RPL19A TOR yeast: inconclusive; procasp7 counter: 2; JMJD2C inh: 3; MEP2-GFP yeast: 115[may fluoresce red]

What do the screens show for `COc1cc2cc(CN(Cc3cccs3)C(=S)Nc3ccc(C)cc3)c(=O)[nH]c2cc1OC`?
AHR activator: 50*; Yeast superoxide: 92; proCasp3 act: -2; LAP4 TOR yeast: 93; RPL19A TOR yeast: 106; procasp7 counter: 1; JMJD2C inh: 2; MEP2-GFP yeast: 101

Results for Cc1ccc(C)c(N2CCN(C(=O)CN(C)S(=O)(=O)c3cnc[nH]3)CC2)c1 ?
AHR activator: 1; Yeast superoxide: 97; proCasp3 act: -3; LAP4 TOR yeast: 102; RPL19A TOR yeast: 101; procasp7 counter: 2; JMJD2C inh: -10; MEP2-GFP yeast: 100

Results for CC(=O)Nc1cccc(OCCCNC(=O)c2ccc(C(C)(C)C)cc2)c1 ?
AHR activator: 47*; Yeast superoxide: 104; proCasp3 act: 5; LAP4 TOR yeast: 97; RPL19A TOR yeast: 98; procasp7 counter: -7; JMJD2C inh: 6; MEP2-GFP yeast: 97

Results for O=C(c1cccnc1)N1CCN(C(=O)c2ccco2)CC1 ?
AHR activator: -1; Yeast superoxide: 94; proCasp3 act: 0; LAP4 TOR yeast: 102; RPL19A TOR yeast: 98; procasp7 counter: 1; JMJD2C inh: -5; MEP2-GFP yeast: 105

How did Cc1nc(N2CCN(c3ccccn3)CC2)c2c(C)c(C(=O)N3CCN(c4ccc(F)cc4)CC3)sc2n1 do in these assays?
AHR activator: 1; Yeast superoxide: 104; proCasp3 act: 6; LAP4 TOR yeast: 98; RPL19A TOR yeast: 101; procasp7 counter: 13; JMJD2C inh: -33; MEP2-GFP yeast: 101

How did COc1ccc(CNCc2cc(C)c(OC)cc2C)c(OC)c1 do in these assays?
AHR activator: 5; Yeast superoxide: 109; proCasp3 act: 6; LAP4 TOR yeast: 102; RPL19A TOR yeast: 99; procasp7 counter: 0; JMJD2C inh: 5; MEP2-GFP yeast: 123

How did COc1ccc(S(=O)(=O)N(CCC(N)=O)Cc2ccco2)cc1OC do in these assays?
AHR activator: -1; Yeast superoxide: 84; proCasp3 act: 4; LAP4 TOR yeast: 114; RPL19A TOR yeast: 97; procasp7 counter: 2; JMJD2C inh: 7; MEP2-GFP yeast: 99

Results for CN(C)c1nc(Oc2ccc(=O)[nH]n2)nc(N2CCCCC2)n1 ?
AHR activator: 0; Yeast superoxide: 106; proCasp3 act: 5; LAP4 TOR yeast: 100; RPL19A TOR yeast: 96; procasp7 counter: 6; JMJD2C inh: 3; MEP2-GFP yeast: 99

How did COc1cc(C(=O)NCc2ccc(S(N)(=O)=O)cc2)ccc1OCC(=O)Nc1cccc(C(F)(F)F)c1 do in these assays?
AHR activator: -1; Yeast superoxide: 112; proCasp3 act: 4; LAP4 TOR yeast: 110; RPL19A TOR yeast: 102; procasp7 counter: 0; JMJD2C inh: -12; MEP2-GFP yeast: 107

What do the screens show for `O=C(CSc1ccc2c(c1)OCCO2)NCc1ccco1`?
AHR activator: 1; Yeast superoxide: 91; proCasp3 act: -10; LAP4 TOR yeast: 95; RPL19A TOR yeast: 102; procasp7 counter: 2; JMJD2C inh: 5; MEP2-GFP yeast: 104

How did CCOc1ccc(-n2c(C)c(C(C)=O)c3cc(OCC(N)=O)ccc32)cc1 do in these assays?
AHR activator: 0; Yeast superoxide: 95; proCasp3 act: 4; LAP4 TOR yeast: 113; RPL19A TOR yeast: 95; procasp7 counter: 5; JMJD2C inh: 4; MEP2-GFP yeast: 109

What do the screens show for `CCOC(=O)CNC(=S)N(Cc1ccc(C)cc1)Cc1ccc(C)o1`?
AHR activator: -7; Yeast superoxide: 99; proCasp3 act: -6; LAP4 TOR yeast: 90; RPL19A TOR yeast: 100; procasp7 counter: -12; JMJD2C inh: -2; MEP2-GFP yeast: 93

What do the screens show for `O=C(O)c1cc(Cl)ccc1OS(=O)(=O)c1ccc(Cl)s1`?
AHR activator: -1; Yeast superoxide: 99; proCasp3 act: 0; LAP4 TOR yeast: 95; RPL19A TOR yeast: 97; procasp7 counter: -8; JMJD2C inh: 4; MEP2-GFP yeast: 103

Results for CC(CNC(=O)c1ccc(C#N)cc1)NC(=O)c1ccc(C#N)cc1 (stereo not drawn) ?
Yeast superoxide: 100; LAP4 TOR yeast: 82; RPL19A TOR yeast: 104; JMJD2C inh: -5; MEP2-GFP yeast: 105

How did COC(=O)C1C(=O)c2c([nH]c(C(=O)OC3CCCCCC3)c2C)CC1C (stereo not drawn) do in these assays?
AHR activator: 0; Yeast superoxide: 85; proCasp3 act: 5; LAP4 TOR yeast: 100; RPL19A TOR yeast: 101; procasp7 counter: 9; JMJD2C inh: -3; MEP2-GFP yeast: 106

How did CCN1C(=O)/C(=C\N(C)C)NC1=S do in these assays?
AHR activator: -3; Yeast superoxide: 92; proCasp3 act: 3; LAP4 TOR yeast: 92; RPL19A TOR yeast: 110; procasp7 counter: 6; JMJD2C inh: 1; MEP2-GFP yeast: 108

Results for O=C(CCN1C(=O)c2ccccc2S1(=O)=O)Nc1cc(Cl)ccc1Cl ?
AHR activator: -2; Yeast superoxide: 100; proCasp3 act: -2; LAP4 TOR yeast: 99; RPL19A TOR yeast: 88; procasp7 counter: -3; JMJD2C inh: -21; MEP2-GFP yeast: 93

What do the screens show for `COc1cc(/C=N\NC(=O)c2ccc(Cn3nc([N+](=O)[O-])c(Cl)c3C)o2)ccc1O`?
AHR activator: 17; Yeast superoxide: 100; proCasp3 act: 1; LAP4 TOR yeast: 87; procasp7 counter: -6; JMJD2C inh: -3; MEP2-GFP yeast: 112

What do the screens show for `NC(=O)COc1ccccc1C1=NO[C@@](CC(=O)O)(C(=O)Nc2ccc3c(c2)OCCO3)C1`?
AHR activator: 4; Yeast superoxide: 104; proCasp3 act: -2; LAP4 TOR yeast: 100; RPL19A TOR yeast: 91; procasp7 counter: 6; JMJD2C inh: -13; MEP2-GFP yeast: 96

How did Cc1cccc(N2CCN(CC3CCCCC3)CC2)c1C do in these assays?
AHR activator: 1; Yeast superoxide: 103; proCasp3 act: 9; LAP4 TOR yeast: 106; RPL19A TOR yeast: 105; procasp7 counter: 3; JMJD2C inh: -22; MEP2-GFP yeast: 109

Results for COc1ccc(NC(=O)C2CCCCN2N)cc1OC (stereo not drawn) ?
AHR activator: 10; Yeast superoxide: 102; proCasp3 act: -5; LAP4 TOR yeast: 96; RPL19A TOR yeast: 104; procasp7 counter: -2; JMJD2C inh: 43; MEP2-GFP yeast: 110

Results for CCN(CC)c1ccc(NC(=O)c2ccc(S(=O)(=O)N3CCOCC3)cc2)cc1 ?
AHR activator: 3; Yeast superoxide: 105; proCasp3 act: -2; LAP4 TOR yeast: 96; RPL19A TOR yeast: 102; procasp7 counter: -2; JMJD2C inh: 6; MEP2-GFP yeast: 106

How did Nc1nc2n(n1)C(c1ccco1)CC(c1ccc(Cl)cc1)N2 (stereo not drawn) do in these assays?
AHR activator: 0; Yeast superoxide: 109; proCasp3 act: 0; LAP4 TOR yeast: 83; RPL19A TOR yeast: 92; procasp7 counter: 8; JMJD2C inh: -21; MEP2-GFP yeast: 85

What do the screens show for `COc1ccc(NC(=O)Cn2c([N+](=O)[O-])cnc2C)cc1Cl`?
AHR activator: -2; Yeast superoxide: 95; proCasp3 act: 5; LAP4 TOR yeast: 92; RPL19A TOR yeast: 105; procasp7 counter: 6; JMJD2C inh: -1; MEP2-GFP yeast: 108

Results for Cc1cccc(N(Cc2ccccc2)C(=O)c2cc(S(=O)(=O)N3CCOCC3)ccc2Cl)c1 ?
AHR activator: 0; Yeast superoxide: 101; proCasp3 act: 0; LAP4 TOR yeast: 94; RPL19A TOR yeast: 88; procasp7 counter: -4; JMJD2C inh: 0; MEP2-GFP yeast: 99

Results for Cc1ccc(C(=O)NNC(=O)c2ccccc2O)cc1S(=O)(=O)N1CCCCC1 ?
AHR activator: 8; Yeast superoxide: 102; proCasp3 act: -3; LAP4 TOR yeast: 104; RPL19A TOR yeast: 97; procasp7 counter: 6; JMJD2C inh: 1; MEP2-GFP yeast: 100

Results for Fc1ccccc1-c1n[nH]c(=S)n1CC1CCCO1 (stereo not drawn) ?
AHR activator: -2; Yeast superoxide: 84; proCasp3 act: -5; LAP4 TOR yeast: 94; RPL19A TOR yeast: 104; procasp7 counter: -13; JMJD2C inh: -22; MEP2-GFP yeast: 99
